Assay outcomes (PubChem BioAssay)
Rad51 HR inh = Rad51 (human) homologous recombination inhibition; Q06609; 200,000 tested, 0.085% active; inhibition, % at 10 µM; hRad51 DNA strand exchange, fluorescence dequenching;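 active = inhibition above 40% at the single screening dose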;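 also: 0% = DMSO control wells and 100% = blanks with heterologous ssDNA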
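Test system: preformed human Rad51 ssDNA filaments; also added: Donor/quencher-labelled 47-bp dsDNA substrate; doses: 10 µM final, single point; times: 37 °C 15-min filament assembly, 30-min compound preincubation, 15-min exchange; detection: FRET fluorescence dequenching, excitation 485 nm, emission 520 nm; read-out basis: Fluorescence-based percent inhibition, control- and blank-normalised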
L929 necroptosis = blocks zVAD induced death of L929 cells; AID 1377; L929 zVAD necroptosis rescue, ATP luminescence, 24 h; with zVAD 60 µM; 220,000 tested, 0.38% active; viability rescue, % at 10 µM;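 active = activation, scaled between plate controls, above about 75%, limit read from the data; inactive = activation under that limit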;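 also: 0% = zVAD with DMSO and 100% = DMSO alone without zVAD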
eIF4E-4G inh = blocks eIF4E binding to eIF4G | P63073+Q04637 | TR-FRET eIF4E-eIF4GI(517-606) binding, 2 h | inhibition, % at 21.7 µM | 220,000 tested, 0.37% active;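 active = inhibition above about 30%, limit read from the data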;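 also: 0% = full FRET control wells and 100% = background wells lacking eIF4GI fragment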
Calpain2 inh = calpain II (pig) inhibition; purified calpain II, fluorogenic peptide substrate, 30 min; inhibition, % at 16 µM; 220,000 tested, 0.37% active; AID 1236;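 active = inhibition above about 50%, limit read from the data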
TNF necrop inh = inhibitors of TNF-alpha induced necroptosis in Jurkat FADD-/- cells; Jurkat FADD-/- TNF necroptosis rescue, ATP luminescence, 24 h; 0 = TNF only, 100 = no-TNF cells; activation (protection from cell death), % at 10 µM; 220,000 tested, 0.068% active;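 active = activation, meaning protection from cell death, of at least 50% relative to plate controls; inactive = activation below 50%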;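 also: necroptosis triggered by 40 ng/mL TNF-alpha added together with compound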
MDM2 E3 inh = blocks human Mdm2 ubiquitin ligase activity. cell-based MDM2 ubiquitination luciferase reporter, 2 h; 0 = plate control, 100 = twice control, blank-subtracted. 210,000 tested, 0.11% active. Q00987. signal enhancement, % at 5 µM. AID 1230;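 active = signal enhancement of 30% or more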;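 also: luminescence tracks abundance of the self-degrading MDM2-luciferase fusion protein; higher signal means inhibition of MDM2 E3 ligase activity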
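Buffer or medium: Cells held in DMEM | Assay system: Stable mammalian line carrying autodegrading MDM2–luciferase fusion reporter | Quantity: 2000 cells/well | Times: 4 h settle plus 2 h compound, 37 °C | Doses: One concentration, 5 µM, with 0.2% DMSO | Technique: Luminescence with SteadyLite reagent, 15 min at room temperature | Benchmarks: Plate controls and plate blanks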
EBV gp42 inh = inhibitors of Epstein-Barr virus glycoprotein 42 | Fluorescence polarization binding assay, mP read-out | inhibition, % (tested at 21.74 µM) | 220,000 tested, 0.42% active; in the data active = inhibition above about 50%
PERK inhibitor = human PERK inhibition, primary cell-based screen | CHO PERK-DD fusion, SEAP luminescence translation reporter | 220,000 tested, 0.17% active | AID 1416 | inhibition, % at 5.6 µM;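 active = inhibition above the mean inhibition of all tested compounds plus 3 SD, set separately per screening campaign, cut at about 2.9% in these data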;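 also: PERK kinase domain activated by AP20187 dimerizer at 100 nM; 0% = DMSO with dimerizer and 100% = rapamycin at 8.4 µM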
Target sequence (Q9NZJ5 whole entry, looked up, the tested form may be a part): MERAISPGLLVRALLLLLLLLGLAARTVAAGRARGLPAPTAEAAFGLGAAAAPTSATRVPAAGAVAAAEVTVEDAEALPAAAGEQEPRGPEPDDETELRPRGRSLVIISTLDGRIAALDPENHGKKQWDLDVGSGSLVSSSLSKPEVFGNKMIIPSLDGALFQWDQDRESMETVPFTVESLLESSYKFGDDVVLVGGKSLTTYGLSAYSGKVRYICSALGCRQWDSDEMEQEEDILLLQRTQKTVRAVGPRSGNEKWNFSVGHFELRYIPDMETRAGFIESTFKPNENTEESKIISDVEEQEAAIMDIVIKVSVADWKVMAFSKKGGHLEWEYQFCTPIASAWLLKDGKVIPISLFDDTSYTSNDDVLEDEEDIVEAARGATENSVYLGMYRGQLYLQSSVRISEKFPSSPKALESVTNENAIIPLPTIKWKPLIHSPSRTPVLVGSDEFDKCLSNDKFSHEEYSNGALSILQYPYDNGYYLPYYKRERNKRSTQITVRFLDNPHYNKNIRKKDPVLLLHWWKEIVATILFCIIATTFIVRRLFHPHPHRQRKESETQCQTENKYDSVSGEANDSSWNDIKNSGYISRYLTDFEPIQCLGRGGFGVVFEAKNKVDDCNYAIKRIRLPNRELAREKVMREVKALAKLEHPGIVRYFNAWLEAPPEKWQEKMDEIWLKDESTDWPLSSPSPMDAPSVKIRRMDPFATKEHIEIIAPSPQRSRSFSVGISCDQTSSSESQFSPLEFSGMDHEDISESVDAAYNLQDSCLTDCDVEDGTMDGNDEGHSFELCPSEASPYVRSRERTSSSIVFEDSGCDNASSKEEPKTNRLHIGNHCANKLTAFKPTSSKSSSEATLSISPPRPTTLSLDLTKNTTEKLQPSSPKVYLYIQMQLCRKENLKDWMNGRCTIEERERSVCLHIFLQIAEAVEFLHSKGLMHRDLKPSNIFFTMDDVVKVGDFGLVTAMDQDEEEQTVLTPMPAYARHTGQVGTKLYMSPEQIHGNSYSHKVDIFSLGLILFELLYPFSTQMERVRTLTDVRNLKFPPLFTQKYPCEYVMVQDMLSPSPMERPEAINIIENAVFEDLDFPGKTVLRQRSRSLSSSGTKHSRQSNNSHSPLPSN
Cl transport mod = modulates chloride dependent transport by human KCC2 | 190,000 tested, 2.2% active | B-score of Tl+ flux slope (higher = more flux/activation; lower = inhibition) at 10 µM | KCC2 cells, thallium flux FluoZin-2 fluorescence | AID 1456 | Q9H2X9;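 active = thallium flux slope and its plate-corrected score both differing from the plate sample mean at a set confidence after two filtering rounds, in either direction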;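 also: slope of fluorescence scaled to starting intensity during 10 to 20 s after thallium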
The depositor's hits bear a star; i = inactive; x = no result given; [ ] = remark or other dose.

SMILES	Rad51 HR inh	L929 necroptosis	eIF4E-4G inh	Calpain2 inh	TNF necrop inh	MDM2 E3 inh	EBV gp42 inh	PERK inhibitor	Cl transport mod
NC(=O)CSc1nnc(Cn2c(=O)sc3ccccc32)n1CCc1ccccc1	-3	0.7	6[fluorescence artefact?]	8	0.4	-2	-32	0.3	-0.52
Cc1ccccc1OCc1nnc(SCC(=O)O)n1Cc1ccccc1	5	1.2	2	-17	-0.5	-5	-3	-0.1	0.85
COc1ccccc1C(=O)NC(C)c1nc2ccccc2[nH]1 (centres undefined)	-6	3.6	2[fluorescence artefact?]	-4	0.8	-4	-4	0.3	-0.21
O=C(COC(=O)c1c2c(nc3ccccc13)CCCCC2)c1ccc(Cl)s1	-3	2.4	1	-23	1.9	-3	-16	-0.1	0.26
CCN(CC(=O)Nc1ccc(OC)cc1)CC(=O)Nc1ccc(Br)cc1F	x	0.7	4	9	2.4	-5	8	0.6	-3.2
COC(=O)CC1(c2ccc(OC)cc2)C(=O)c2ccccc2C1=O	x	-0.4	-1	5	-1.6	1	-9	-0.9	-0.53
O=c1[nH]c(CSc2nnc(-c3ccccc3)n2C2CCCCC2)nc2ccccc12	8	-0.2	-3	-9	-1.1	-8	-17	-0.9	-2.6
C=CCOc1ccc(C2NC(=O)NC(C)=C2C(=O)OC)cc1 (centres undefined)	-3	0.1	-4	-14	0.6	-7	-18	1.3	x
Cc1c(Cl)c([N+](=O)[O-])nn1CCCC(=O)Nc1c(Cl)cccc1Cl	16	x	3	13	0.5	6	1	-1.3	0.67
COC(=O)N(C)c1nc2ccccc2s1	10	-0.6	4[fluorescence artefact?]	3	0.2	-11	-3	0.5	1.2
Cc1n[nH]c(=O)n1-c1ccc(Oc2ccccc2)cc1	-6	-0.5	-5	-18	-5.5	1	-12	0.5	x
CCc1nnc(NC(=O)c2ccc(-c3cc(C(F)(F)F)ccc3Cl)o2)s1	-2	-0.1	-15	3	-0.7	-12	-10	0.0	0.13
Cc1ccccc1-c1nc(CN2CCC(C(=O)NCc3cccs3)CC2)c(C)o1	-2	0.8	-2	-5	0.7	-12	6	-1.3	-0.19
CC(C)OC(=O)CC1=NC(=O)CS1	5	3.5	1[fluorescence artefact?]	-9	2.9	12	-25	0.6	1
COc1ccc(C(=O)C2CCCN(Cc3ccc(C#CCCO)cc3)C2)c(OC)c1 (centres undefined)	7	0.1	2	-16	2.7	-14	-1	0.0	0.3
CCC(=O)Nc1cc(C(=O)O)ccc1Sc1ccc(C)cc1	x	0.3	3	-6	0.7	-14	-13	1.8	0.74
O=C(O)c1ccccc1NS(=O)(=O)c1cccc(C(F)(F)F)c1	0	0.0	-6	-13	0.1	-16	7	2.6	-0.095
CC(C)(C)c1cc(/C=N/O)cc(C(C)(C)C)c1O	x	x	-1	11	-0.1	0	0	0.7	-0.85
COc1cc(/C=N/NC(=O)C(=O)/C=C2\NC(C)(C)Cc3ccccc32)ccc1O	11	1.2	6	-17	-11	-16	-10	-0.2	-1.1
CCOC(=O)CCC(=O)N1CCNC(=O)C1	-6	0.7	-7	-8	-0.2	2	-12	1.0	1.9

Full records from above. Values in the order: Rad51 HR inh	L929 necroptosis	eIF4E-4G inh	Calpain2 inh	TNF necrop inh	MDM2 E3 inh	EBV gp42 inh	PERK inhibitor	Cl transport mod
CCc1nnc(NC(=O)c2ccc(-c3cc(C(F)(F)F)ccc3Cl)o2)s1 as listed: -2	-0.1	-15	3	-0.7	-12	-10	0.0	0.13
Cc1ccccc1-c1nc(CN2CCC(C(=O)NCc3cccs3)CC2)c(C)o1 as listed: -2	0.8	-2	-5	0.7	-12	6	-1.3	-0.19
COc1cc(/C=N/NC(=O)C(=O)/C=C2\NC(C)(C)Cc3ccccc32)ccc1O as listed: 11	1.2	6	-17	-11	-16	-10	-0.2	-1.1
Cc1n[nH]c(=O)n1-c1ccc(Oc2ccccc2)cc1 as listed: -6	-0.5	-5	-18	-5.5	1	-12	0.5	x

(further entries)
SMILES	Rad51 HR inh	L929 necroptosis	eIF4E-4G inh	Calpain2 inh	TNF necrop inh	MDM2 E3 inh	EBV gp42 inh	PERK inhibitor	Cl transport mod
COc1ccc(N2CCN(CC(=O)Nc3sccc3C#N)CC2)cc1	-5	1.2	6[fluorescence artefact?]	-40	2.9	0	-7	-0.4	0.015
CCOC(=O)c1ccc(NC(=O)c2cccc(S(=O)(=O)N3c4ccccc4CC3C)c2)s1 (centres undefined)	-7	35	4	-129	3.2	-18	2	-1.0	0.067
Oc1ccc(N=Nc2cccc(Cl)c2)cc1C=Nc1ccc(N2CCOCC2)cc1	4	7.6	1	30	-7.0	-14	-6	0.9	-0.14
COc1ccc(C2C(C(=O)Nc3ccccc3)=C(C)N=C3SCC(=O)N32)cc1 (centres undefined)	8	-1.7	5	-5	0.2	4	-20	-0.2	-0.017
O=C(CSc1nc(-c2ccccc2Cl)ns1)Nc1ccc2c(c1)OCO2	-4	0.0	7[fluorescence artefact?]	-2	0.8	0	-13	0.8	0.7
COc1ccccc1C(=O)Nc1ccc2nc(SCC(=O)N(C)C)sc2c1	x	0.2	3	29	0.3	-24	-24	-1.7	-0.044
COc1ccc(NC(=O)c2c3c(nc4ccccc24)CCC3)cc1S(=O)(=O)N1CCOCC1	x	0.5	19	-74	1.1	-14	37	-0.4	-0.4
O=S1(=O)NC[C@]23C[C@H](c4ccc(F)cc4)[C@@H](C[C@@H]21)O3	2	0.0	-3	-20	0.6	1	-13	x	1.9
COc1cccc(N2CCN(Cc3nc(N)nc(Nc4ccccc4)n3)CC2)c1	2	-0.1	-6	24	-1.7	-6	-18	0.4	-0.49
COc1ccc(C)cc1N(C)C(=O)c1coc(=O)c2ccccc12	3	-0.2	7	-25	-0.6	x	-3	-0.2	-0.0042
O=C(NNS(=O)(=O)c1ccccc1)c1sccc1-n1cccc1	1	0.1	1	-17	-2.8	-2	-20	1.4	x
O=S(=O)(/C=C/c1ccccc1)n1cnc2ccccc21	1	-0.2	0	-19	-0.3	-12	-13	-0.4	0.043
C=CCSc1nc2ccccc2n1C(=O)/C=C/c1cc(OC)c(OC)c(OC)c1	x	-0.5	-5	-6	34	54*	-3	-0.3	0.53
CC1(c2ccc(Cl)cc2)NC(=O)N(CC(=O)NCc2cccs2)C1=O (centres undefined)	0	0.0	1	-1	1.4	-1	-28	0.3	-0.17
CCN1CCCC1CNC(=O)c1cc(NC(C)=O)c(N(C)C)cc1OC (centres undefined)	-2	0.2	1	4	1.0	-4	-6	0.5	x
COC(=O)CSCC(=O)Nc1nnc(-c2ccccc2C)s1	2	1.0	3	-4	-0.7	-4	-2	0.6	-0.0066
CC(=O)Nc1nonc1C(=O)N1CCC(C)CC1	5	-0.3	0[fluorescence artefact?]	-24	-0.9	-8	-3	1.1	2.6
O=C(CS(=O)(=O)Cc1ccccc1)NCc1ccco1	4	1.0	-7	-58	2.3	-4	1	0.9	-0.47
N/C(=N\OC(=O)c1ccccc1Cl)c1ccc(Cl)cc1	4	0.0	1	-13	-3.4	-49	-1	0.7	x
O=C(NCCN1CCOCC1)c1cc2c(=O)n3ccccc3nc2n1Cc1ccccc1	-3	-0.2	-4[fluorescence artefact?]	i	-4.3	-4	-7	-1.1	x
C/C(CC(=O)NC(C)C)=N\NC(=O)C(c1ccccc1)c1ccccc1	13	82*	-1	-20	30	-5	-14	0.9	-0.012
O=c1c2ccccc2oc2nc3ccn(Cc4ccncc4)c(=O)c3cc12	0	0.0	2[fluorescence artefact?]	i	-5.2	-7	-7	-0.2	0.43
CN1CCN(C(=S)Nc2cccc(C(F)(F)F)c2)CC1	2	0.2	0[fluorescence artefact?]	-9	2.2	-9	2	0.1	-0.062
O=C(O)[C@H]1CCC(=O)N1Cc1ccco1	-2	0.1	x	-24	-3.1	-5	-12	1.8	x
CCCOC(=O)c1c(NC(=O)C2C3C=CC(C3)C2C(=O)O)sc2c1CCC(C)C2 (centres undefined)	-6	0.3	5	-39	-0.3	2	-17	1.0	-3.1*
O=C(O)c1nn(CCSc2ccccc2F)c(=O)c2ccccc12	-23	0.3	0	12	0.3	-12	-20	-0.8	-1.6
CCc1cccc2c(C(=O)COC(=O)c3cccc(S(=O)(=O)N(C)C4CCCCC4)c3)c[nH]c12	-4	2.9	-6	29	4.9	-13	-17	0.1	0.11
Cc1ccc(NC(=O)CCn2nc(C)cc2C)cc1	1	-0.2	3	9	0.0	-25	6	-1.0	0.32
CCOc1ccc(C(=O)Nc2cccc(-c3ccc4nncn4n3)c2)cc1	8	13	2	-16	-0.2	-5	-23	-0.3	-2.1
O=C(CNC(=S)N(Cc1ccccc1F)C1CCCCC1)NCC1CCCO1 (centres undefined)	1	0.9	-1	-5	-8.6	-11	-7	-0.4	1.9

Individual results from the list:
PERK inhibitor with CN1CCN(C(=S)Nc2cccc(C(F)(F)F)c2)CC1 = 0.1
TNF necrop inh with O=C(O)c1nn(CCSc2ccccc2F)c(=O)c2ccccc12 = 0.3
MDM2 E3 inh with CCc1cccc2c(C(=O)COC(=O)c3cccc(S(=O)(=O)N(C)C4CCCCC4)c3)c[nH]c12 = -13

Later entries.
SMILES	Rad51 HR inh	L929 necroptosis	eIF4E-4G inh	Calpain2 inh	TNF necrop inh	MDM2 E3 inh	EBV gp42 inh	PERK inhibitor	Cl transport mod
NC(=S)N1OC[C@@H]2COc3ccc4ccccc4c3[C@@H]21	17	53	0	-15	10	-30	0	1.4	-0.57
CCc1cc(-c2[nH]ncc2-c2nc3ccccc3n2C)c(O)cc1O	x	1.2	1	20	-0.9	-4	14	-0.2	-0.68
COc1ccc(S(=O)(=O)N2CCCC(C(=O)NCCC(C)C)C2)cc1 (centres undefined)	6	1.2	0	37	1.9	-11	-13	0.2	-0.21
Cc1ccc(C)c(CS(=O)(=O)c2cn(CC(=O)N3CCC(C)CC3)c3ccccc23)c1	-6	-0.6	2	-2	2.0	-5	-10	-0.1	-0.015
Cc1cccc(CCNC(=O)CCc2c(C)nc3ncnn3c2C)c1	3	0.0	-2	15	-0.4	-6	-26	0.2	-0.071
CC(C)CC(=O)NCCCCc1ccccc1	1	0.0	-4	16	4.1	-15	4	-0.2	0.15
Cc1ccc(Cl)cc1N(CC(=O)Nc1cccc(N(C)S(C)(=O)=O)c1)S(C)(=O)=O	-10	2.5	1	-1	-0.8	-9	-3	-0.6	-0.12
Cc1cc(NC(=O)c2ccc3c(c2)OCCO3)ccc1NC(=O)c1cc2ccccc2o1	-23	67	0	-269	-0.6	-11	-10	0.5	-1.4
Nn1c(Cc2cccc3ccccc23)nnc1SCc1ccc(Cl)c(Cl)c1	22	x	1	55*	1.1	1	5	0.4	-0.45
O=C(COC(=O)CCSc1ccccc1)NCc1ccc(F)cc1	17	5.2	-3	-35	0.1	-5	-15	0.3	-0.72
CC1(C)CC(=O)C=C(NNC(=O)c2ccc(N)cc2)C1	-1	0.5	-7[fluorescence artefact?]	17	0.4	-3	-7	0.6	1.6
